Yeast eIF2B: GCN4-lacZ reporter reduction in eIF2B-epsilon mutant yeast, primary screen, S. cerevisiae, eIF2B-epsilon R284H, Beta-Glo luminescence | inhibition, % at 25 µM (by protocol) | actives 0.91% (n = 27,000) | AID 688, 2007;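 active = mutant luminescence inhibited past about 50% while wild type luminescence and mutant growth stay under set limits, limit read from the data; inconclusive = mutant versus wild type luminescence inhibition gap past a set limit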; note: some compounds called inactive have numbers as strong as hits
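material = yeast eIF2B-epsilon R284H mutant carrying GCN4–beta-galactosidase fusion | schedule = 16 h growth with compound at 30 °C, 90 min Beta-Glo step | measured by = luminescence and A595 | compound dosing = one concentration, 25 µM, 0.25% DMSO | read-out basis = % inhibition of reporter signal and growth versus controls | buffer or medium = YPD medium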
Yeast tox: yeast growth toxicity, wild-type and mutant, primary screen, cytotoxicity control for eIF2B function restoration project, wild-type and eIF2Bepsilon R284H mutant, A595 | S. cerevisiae wild-type growth, A595 turbidity, 16 h | growth inhibition, % at 25 µM (by protocol) | actives 0.3% (n = 30,000) | AID 685, 2007;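 active = mutant and wild-type yeast strains alike exhibit over 30% growth inhibition; inconclusive = a strain exceeds 50% while the second remains under 30%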;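 note: 0% = untreated cell controls and 100% = YPD media blanks without cells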
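System: S. cerevisiae wild-type or eIF2Bepsilon-R284H mutant strain; times: 16 h growth with compound, 30 °C; signal: absorbance at 595 nm (turbidity); measure: growth inhibition (%) versus cell controls and blanks; compound: 25 µM single dose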
Yeast tox inhibition %: second read-out of Yeast tox, no call of its own (marks repeat the call); growth inhibition, %; S. cerevisiae eIF2Bepsilon-R284H mutant growth, A595 turbidity, 16 h;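 each compound tested once at 25 µM; 0% equals untreated cells and 100% equals cell-free medium blanks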
Yeast eIF2B mutant toxicity: further read-out of Yeast eIF2B, marked with its call; growth inhibition, %; measured here: mutant yeast growth, toxicity;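 each compound tested once at 25 µM; zero equals untreated control growth and 100 equals blank medium absorbance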
An asterisk follows results filed as active; ? = inconclusive; · = no result given. Not all compounds are listed, so the mix of outcomes need not match the whole.

cpd	canonical_smiles	Yeast eIF2B	Yeast eIF2B mutant toxicity
1	Cc1cc(C)n(-c2nnc3n2N=C(c2ccccc2)CS3)n1	11	-7
2	CCOC(=O)c1cc2c(ccn2C)n1CC(=O)N1CCCC(C)C1 (centres undefined)	-31	·
3	COC(=O)C1C(c2ccc(Cl)cc2)NC(c2ccc(Cl)cc2)C(C(=O)OC)S1(=O)=O (centres undefined)	13	·
4	CNC(=O)c1ccc(-c2sc3nc(N4CCOCC4)c4c(c3c2N)CC(C)(C)OC4)o1	1	-9
5	Cc1ccc(C)c(NC(=O)CCn2nc(C)cc2C)c1	24	-20
6	COc1cc(C(=O)N(CCCO)Cc2cc3ccc(C)c(C)c3[nH]c2=O)cc(OC)c1OC	0	-14
7	Cc1ccc(C(=O)Oc2oc(-c3ccco3)nc2C=Nc2ccc(Cl)cc2)cc1	·	·
8	COc1ccc(CC(=O)N2CCc3ccccc32)cc1	12	·
9	O=C1c2ccccc2C(=O)c2c1ccc1c(=O)n(C3CCCCC3)[nH]c21	38	-18
10	Cc1ccc(OCCN2C(=O)OC(C)(C)C2(C)O)cc1 (centres undefined)	-12	13

cpd	Yeast tox	Yeast tox inhibition %
1	47	-7
2	22	0
3	7	0
4	-8	-9
5	16	-20
6	-3	-14
7	18	5
8	·	·
9	-18	-18
10	-2	13

The results go on:
cpd	canonical_smiles	Yeast eIF2B	Yeast eIF2B mutant toxicity
11	CCOc1ncccc1C(=O)OCC(=O)c1ccc(Cl)s1	-2	-14
12	CC(C)(C)n1nnnc1C(c1cccnc1)N1CCN(c2cccc(C(F)(F)F)c2)CC1 (centres undefined)	·	·
13	Cc1cc(NC(=O)CSc2ncccn2)no1	39	·
14	COC(=O)C1=C(C)N=C2SC(C)C(=O)N2C1/C=C/c1ccccc1 (centres undefined)	4	-24
15	COc1ccc(N2CCN(C(CNC(=O)c3ccc4c(c3)OCO4)c3cccnc3)CC2)cc1 (centres undefined)	6	·
16	NC(=O)CCCC1=NS(=O)(=O)c2ccccc2N1	5	10
17	CCOC(=O)CNC(=O)COc1ccc(Cl)cc1Br	19	-13
18	Cc1cccc(C(=O)NNC2=C(C(=O)C(F)(F)F)CCC2)c1O	·	·
19	Cc1nn(CC#N)c(=O)n1-c1ccc(F)cc1	-24	13
20	CC1CCN(c2oc(Cc3cccc4ccccc34)nc2C#N)CC1	-6	2

cpd	Yeast tox	Yeast tox inhibition %
11	5	-14
12	11	3
13	21	0
14	16	-24
15	-18	0
16	-12	10
17	-5	-13
18	18	11
19	14	13
20	-8	2

(list continues)
cpd	canonical_smiles	Yeast eIF2B	Yeast eIF2B mutant toxicity
21	COc1ccccc1Cn1nnc2c(=O)[nH]c(C3CCN(C(=O)c4ccc(F)cc4)CC3)nc21	22	-23
22	CCOc1ccc2nc(NC(=O)CSc3nc4c(c(=O)n(C)c(=O)n4C)n3C(C)C)sc2c1	0	57
23	O=C(NCC1CCCO1)C1CCC(CNS(=O)(=O)c2ccccc2)CC1 (centres undefined)	5	5
24	CCCS(=O)(=O)c1c(S(=O)(=O)CCC)c2cnccn2c1C(=O)c1ccc(F)cc1	-8	-12
25	O=C(NCCN1CCN(C(=O)c2cccs2)CC1)c1cccs1	26	·
26	CCn1c(COc2ccc(Cl)cc2)nnc1SCc1nc2ccccc2[nH]1	-1	·
27	CC(=O)NC1=NN(C(C)=O)C(C)(c2cccs2)S1 (centres undefined)	6	18
28	O=C1Nc2ccc(S(=O)(=O)N3CCCC3)c3ccc(S(=O)(=O)N4CCCC4)c1c23	13	·
29	COc1ccc(C)cc1NC(=S)NNC(=O)c1ccccc1Cl	·	·
30	COc1ccc(NC(=O)CCCC(=O)OCC(F)(F)C(F)F)cc1	1	·

cpd	Yeast tox	Yeast tox inhibition %
21	-1	-23
22	?	·
23	0	5
24	-18	-12
25	13	0
26	30	0
27	-7	18
28	17	0
29	22	16
30	5	0

The listing continues:
cpd	canonical_smiles	Yeast eIF2B	Yeast eIF2B mutant toxicity
31	COc1cccc(NC(=O)CSc2nnc(CNC(=O)c3ccccc3)n2C)c1	34	10
32	CCOc1cccc2cc(-c3nnc(NCc4ccco4)s3)c(=O)oc12	-1	6
33	COc1ccccc1-n1c(=O)oc2ccc(Cl)cc2c1=O	40	29
34	COC(=O)c1ccc(-n2nnnc2SC)cc1	-2	-10
35	CCOC(=O)c1c(-c2ccsc2)csc1N	1	5
36	COC(=O)C1CCN(S(C)(=O)=O)CC1	8	9
37	COc1ccc(C)cc1S(=O)(=O)N1CCC(C(=O)NCCC2=CCCCC2)CC1	17	3
38	Cc1ccc(Nc2ncnc3c2oc2ccccc23)cc1	·	·
39	O=C(C1CCC(C(=O)N2CCCC2)CC1)N1CCCC1 (centres undefined)	·	·
40	Cc1cc(C)c(OCCOCCN2CCNCC2)c(C)c1	20	20

cpd	Yeast tox	Yeast tox inhibition %
31	-11	10
32	-40	6
33	30	29
34	5	-10
35	5	5
36	12	9
37	6	3
38	4	26
39	0	-13
40	8	20

Further structures.
cpd	canonical_smiles	Yeast eIF2B	Yeast eIF2B mutant toxicity
41	CC(C)(C)NS(=O)(=O)c1ccc(OCC(=O)NCCC2=CCCCC2)cc1	·	·
42	CCN1CCN(CCNC(=O)c2ccc(CS(=O)(=O)c3ccccc3C)o2)CC1	14	-12
43	O=C(NCc1ccc(F)cc1)C1CCN(S(=O)(=O)N2CCC3(CC2)OCCO3)CC1	4	4
44	CC1CCCCN1C(=O)CN1C(=O)CN(C)C(=O)c2ccccc21 (centres undefined)	8	-12
45	CN(CC(=O)NCCc1ccccc1)S(=O)(=O)c1cccs1	13	10
46	C/C(Cl)=C\Cn1c(NCCCn2ccnc2)nc2c1c(=O)n(C)c(=O)n2C	-11	-20
47	Oc1ccc(-c2cn3c(n2)SCC3)cc1O	29	·
48	CCCOc1ccc(N2C(=O)CC(SC(=NC)Nc3ccc(F)cc3)C2=O)cc1 (centres undefined)	10	3
49	O=C(N/N=C/c1cccc([N+](=O)[O-])c1)c1ccc2nc[nH]c2c1	·	·
50	O=[N+]([O-])c1ccc(NNC(=S)Nc2ccc(F)cc2)cc1	2	3

cpd	Yeast tox	Yeast tox inhibition %
41	-8	12
42	7	-12
43	14	4
44	-1	-12
45	2	10
46	0	-20
47	3	0
48	-16	3
49	20	5
50	18	3

Going on with the list:
cpd	canonical_smiles	Yeast eIF2B	Yeast eIF2B mutant toxicity
51	O=C(O)C1CSC2(c3ccc4c(c3)OCCO4)CCC(=O)N12 (centres undefined)	14	14
52	CNc1csc(C)c(C)c1=O	7	19
53	Cc1cc(OCC(=O)NCc2nc(-c3ccccc3)no2)c(C)cc1Br	7	·
54	COc1ccc(-c2noc(-c3ccccc3Cl)n2)cc1OC	17	-13
55	Clc1ccc(CSc2ncn(-c3ccccc3)n2)cc1	-12	15
56	CC(=O)c1cccc(NC(=O)c2ccc(NS(C)(=O)=O)cc2)c1	24	·
57	Cc1cccc(NC(=O)CSc2nc(N)cc(N)n2)c1	15	3
58	Cc1cccc2[nH]c(-c3ccc(NC(=O)c4ccco4)cc3)nc12	·	·
59	CN(C)CCCN=Cc1c(O)n(Cc2ccccc2)c(=O)c2ccccc12	4	-33
60	CSc1cccc(NC(=O)CSc2ccc(Cl)cc2)c1	12	18

cpd	Yeast tox	Yeast tox inhibition %
51	12	14
52	13	19
53	·	·
54	11	-13
55	29	15
56	·	·
57	0	3
58	-1	4
59	-12	-33
60	9	18

Other results follow.
cpd	canonical_smiles	Yeast eIF2B	Yeast eIF2B mutant toxicity
61	Cc1cccc2nc(CSc3nc4[nH]ncc4c(=O)n3-c3ccccc3Cl)cc(=O)n12	21	·
62	CCn1c(SCC(=O)Nc2cc(NC(C)=O)ccc2OC)nnc1-c1ccncc1	-6	-4
63	O=C(Nc1c(C(=O)Nc2cccc3ccccc23)cnn1-c1ccccc1)c1ccco1	24	·
64	Cc1cccc(C)c1NC(=O)CN(C)CC(=O)Nc1ccccc1Br	11	-19
65	COc1ccc(N2C(=O)CC(NC3CCCCNC3=O)C2=O)cc1 (centres undefined)	19	-17
66	CCS(=O)(=O)Nc1ccc(C(=O)c2ccccc2)cc1	7	4
67	CCc1c(C)sc(NC(=O)C2CCCCC2C(=O)O)c1C(N)=O (centres undefined)	·	·
68	O=S(=O)(NCCNS(=O)(=O)c1ccc(F)cc1)c1ccc(F)cc1	19	23
69	O=C(Nc1ccc2c(c1)CCC2)C1CCCO1 (centres undefined)	21	·
70	CC(=O)c1ccc(N2CCN(C(=O)c3cc(C)on3)CC2)cc1	·	·

cpd	Yeast tox	Yeast tox inhibition %
61	11	0
62	-9	-4
63	·	·
64	4	-19
65	1	-17
66	8	4
67	11	30
68	5	23
69	5	0
70	17	4

Whole records, quoted from the list:
Record of CNc1csc(C)c(C)c1=O : Yeast eIF2B: 7; Yeast eIF2B mutant toxicity: 19; Yeast tox: 13; Yeast tox inhibition %: 19
Record of COc1cccc(NC(=O)CSc2nnc(CNC(=O)c3ccccc3)n2C)c1 : Yeast eIF2B: 34; Yeast eIF2B mutant toxicity: 10; Yeast tox: -11; Yeast tox inhibition %: 10

New compounds follow:
cpd	canonical_smiles	Yeast eIF2B	Yeast eIF2B mutant toxicity
71	CS(=O)(=O)N1CCC(C(=O)Nc2ccc(Cl)c(C(F)(F)F)c2)CC1	0	2
72	Cc1cc(NC(=O)Cn2nc(C(F)(F)F)c3c2CCCC3)no1	·	·
73	Cc1cccc(-n2nnc(C(=O)NCc3ccc4c(c3)OCO4)c2N)c1	19	-4
74	CCOC(=O)Cc1cn2c(=O)cc(CSCC(=O)Nc3ccc(C)c(C)c3)nc2s1	-52	5
75	Cc1cc(N2CCN(c3ccccc3)CC2)n2c(n1)nc1ccccc12	20	4
76	O=C(CSc1nnc(CNc2ccc(F)cc2)o1)OC1CCCCC1	12	-5
77	CCCn1nnnc1NCc1cccn1C	-4	-5
78	Cc1nc(NC(=O)CSc2nnc3ccccn23)c(Cl)cc1Cl	13	-24
79	CC(=O)Nc1c(O)nc(SCC(=O)N2CCN(c3ccc(F)cc3)CC2)[nH]c1=O	-3	7
80	C=CCSC1=NC(N)=C(C#N)C2(CCCCC2)C1C(N)=O (centres undefined)	26	-3

cpd	Yeast tox	Yeast tox inhibition %
71	9	2
72	1	-19
73	-25	-4
74	-22	5
75	0	4
76	13	-5
77	-2	-5
78	8	-24
79	10	7
80	9	-3

The list goes on.
cpd	canonical_smiles	Yeast eIF2B	Yeast eIF2B mutant toxicity
81	CCOc1ccc(C(=O)Nc2ccccc2N2CCOCC2)cc1	-10	14
82	COc1cccc(NC(=O)c2ccccc2-c2nc(-c3ccccc3)no2)c1	20	26
83	Cc1cccc(-n2ncc3c(NCCCN4CCCC4=O)ncnc32)c1	21	-25
84	COc1cc(C(O)P(=O)(OC(C)C)c2ccc(N(C)C)cc2)cc(OC)c1OC (centres undefined)	20	20

cpd	Yeast tox	Yeast tox inhibition %
81	9	14
82	16	26
83	-17	-25
84	5	20

Filtered by structure: the entries above with an aryl methoxy group.
cpd	canonical_smiles	Yeast eIF2B	Yeast eIF2B mutant toxicity
6	COc1cc(C(=O)N(CCCO)Cc2cc3ccc(C)c(C)c3[nH]c2=O)cc(OC)c1OC	0	-14
8	COc1ccc(CC(=O)N2CCc3ccccc32)cc1	12	·
15	COc1ccc(N2CCN(C(CNC(=O)c3ccc4c(c3)OCO4)c3cccnc3)CC2)cc1 (centres undefined)	6	·
21	COc1ccccc1Cn1nnc2c(=O)[nH]c(C3CCN(C(=O)c4ccc(F)cc4)CC3)nc21	22	-23
29	COc1ccc(C)cc1NC(=S)NNC(=O)c1ccccc1Cl	·	·
30	COc1ccc(NC(=O)CCCC(=O)OCC(F)(F)C(F)F)cc1	1	·
31	COc1cccc(NC(=O)CSc2nnc(CNC(=O)c3ccccc3)n2C)c1	34	10
33	COc1ccccc1-n1c(=O)oc2ccc(Cl)cc2c1=O	40	29
37	COc1ccc(C)cc1S(=O)(=O)N1CCC(C(=O)NCCC2=CCCCC2)CC1	17	3
54	COc1ccc(-c2noc(-c3ccccc3Cl)n2)cc1OC	17	-13
62	CCn1c(SCC(=O)Nc2cc(NC(C)=O)ccc2OC)nnc1-c1ccncc1	-6	-4
65	COc1ccc(N2C(=O)CC(NC3CCCCNC3=O)C2=O)cc1 (centres undefined)	19	-17

cpd	Yeast tox	Yeast tox inhibition %
6	-3	-14
8	·	·
15	-18	0
21	-1	-23
29	22	16
30	5	0
31	-11	10
33	30	29
37	6	3
54	11	-13
62	-9	-4
65	1	-17

cpd	canonical_smiles	Yeast eIF2B	Yeast eIF2B mutant toxicity
82	COc1cccc(NC(=O)c2ccccc2-c2nc(-c3ccccc3)no2)c1	20	26
84	COc1cc(C(O)P(=O)(OC(C)C)c2ccc(N(C)C)cc2)cc(OC)c1OC (centres undefined)	20	20

cpd	Yeast tox	Yeast tox inhibition %
82	16	26
84	5	20

Screens: PubChem BioAssay, PCMD
